Screening results: PubChem BioAssay, Broad Institute
ARNT TACC3 PPI = disruptors of human ARNT/TACC3 interaction. AlphaScreen His-ARNT PAS-B/GST-TACC3 binding, luminescence; TACC3 fragment carries E629A point mutation. inhibition, % at 9.99 µM. 390,000 tested, 0.66% active. AID 623870;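 active means mean inhibition of replicates at least 50% and at least half of replicates each reaching 50%; inconclusive means half or more replicates reach 50% but mean below 50%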;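 further: 0% = complete ARNT plus TACC3 wells and 100% = ARNT alone without TACC3; many hits fall short of the cut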
PglD DTNB = blocks C. jejuni PglD acetyltransferase activity; inhibition, % at 12.5 µM; purified PglD enzyme, DTNB colorimetric CoA detection; 360,000 tested, 0.098% active; in the data active means inhibition above about 16%, passing the limit was not always enough; inconclusive means no clear call, values can overlap the other calls; further: strong numbers were not always called active
ERp5 block = inhibitors of human ERp5 | AID 651711 | 350,000 tested, 0.05% active | ERp5 insulin aggregation, absorbance 650 nm, 90 min | Q15084 | inhibition, % at 9.99 µM;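 active means mean replicate inhibition above about 25%, with every replicate also reaching it, limit read from the data, passing the limit was not always enough; inconclusive means only one of those two criteria met; inactive means neither criterion met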
RAD52 inh = blocks human RAD52 DNA annealing; recombinant RAD52 DNA annealing, FRET fluorescence; inhibition, % at 18.7 µM; 360,000 tested, 0.46% active;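 active means every replicate showing at least 50% inhibition; inconclusive means mean inhibition at least 50% but not in every replicate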
Target sequence (P43351 whole entry, looked up): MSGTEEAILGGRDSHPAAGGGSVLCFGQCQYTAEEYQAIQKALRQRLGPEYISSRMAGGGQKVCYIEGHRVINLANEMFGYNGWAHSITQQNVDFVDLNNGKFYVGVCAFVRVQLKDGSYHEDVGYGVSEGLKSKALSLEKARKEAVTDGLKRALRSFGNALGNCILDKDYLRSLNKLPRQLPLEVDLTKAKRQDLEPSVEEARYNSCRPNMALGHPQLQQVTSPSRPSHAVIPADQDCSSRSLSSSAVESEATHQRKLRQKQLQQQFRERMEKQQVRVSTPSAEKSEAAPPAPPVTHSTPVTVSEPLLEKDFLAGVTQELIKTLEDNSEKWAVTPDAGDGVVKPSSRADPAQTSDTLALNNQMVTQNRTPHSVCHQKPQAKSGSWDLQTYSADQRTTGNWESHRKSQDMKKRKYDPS
esBAF inh = blocks esBAF chromatin remodeling in mouse ES cells; Bmi1-luciferase knock-in reporter, 24 h; 100% = twice the neutral-well signal; reporter increase, % at 12.5 µM; 350,000 tested, 2% active; AID 602393; in the data active means activation above about 40%; inconclusive means no clear call, values can overlap the other calls;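 further: 0% = median of the plate's neutral control wells and 100% = double that signal; a rise in the Bmi1 reporter signal indicates esBAF inhibition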
Casp6 inh = caspase-6 (human) enzyme inhibition; P55212; purified caspase-6, Z-VEID-R110 cleavage fluorescence; inhibition, % at 12.5 µM; 350,000 tested, 0.53% active; AID 686996;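 active means mean inhibition across replicates at least about 35%, with every replicate also reaching that limit, limit read from the data; inconclusive means only one of the two criteria met; inactive means neither criterion met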;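 further: 0% = median of neutral control wells and 100% = no fluorescence left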
Target sequence (P55212 24-179 limits assumed): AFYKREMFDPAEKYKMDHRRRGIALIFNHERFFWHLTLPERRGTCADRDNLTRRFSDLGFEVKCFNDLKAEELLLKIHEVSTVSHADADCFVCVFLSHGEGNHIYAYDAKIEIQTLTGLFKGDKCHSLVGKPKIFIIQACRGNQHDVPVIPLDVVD
Target sequence (P55212 194-293 limits assumed): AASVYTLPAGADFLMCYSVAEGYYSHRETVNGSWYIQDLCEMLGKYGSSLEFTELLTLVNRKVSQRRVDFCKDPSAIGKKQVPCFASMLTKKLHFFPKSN
E-sel inducer = induces E-selectin expression in human endothelial cells; P16581; HUVEC E-selectin immunofluorescence imaging; normalized: neutral wells 0, TNF-alpha wells 100; activation, % at 7.58 µM; 260,000 tested, 0.37% active;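 active means mean E-selectin-positive cell signal at least 10% of the positive control, reached in at least 60% of replicates, without over 20% cell loss; inconclusive means no rule given, readout overlaps actives, possibly toxicity-flagged; inactive means the rest, including those meeting only one limit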;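 further: in these data hits start at about 27%; measured in HUVEC primary endothelial cells; signal is the percent of cells scored E-selectin positive by PE staining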
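Read-out basis: % PE-positive cells; Test system: HUVEC primary endothelial cells; Technique: immunofluorescence imaging; Dosing: single-point compound dose.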
RAD54 inh = inhibitors of human RAD54 branch migration | Q92698 | RAD54 Holliday junction branch migration, FAM/BHQ fluorescence | inhibition, % at 10.4 µM | 360,000 tested, 0.14% active;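 active means mean normalized replicate activity at least 40 and at least half of replicates scoring 40 or more; inconclusive means only one of the two criteria met; inactive means mean below 40 and under half of replicates reaching 40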;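 further: 0% = median of neutral control wells and 100% = median of positive control wells; inhibitors cause a drop in the FAM fluorescence signal; in these data hits start at about 50%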
* hit, by the source's call; ? = inconclusive; . = not tested or not shown.

Structure,ARNT TACC3 PPI,PglD DTNB,ERp5 block,RAD52 inh,esBAF inh,Casp6 inh,E-sel inducer,RAD54 inh
C/C(=N\NC(=O)c1cccc(N2CCCC2=O)c1)c1ccc(N)cc1,1.2,.,0.7,-6.7,.,6.3,.,.
Cc1ccc(NC(=S)N2CCC(c3nc4ccccc4s3)CC2)cc1,11.3,5.2,14.2,-11.9,5.7,0.4,.,-2.0
O=C(c1ccco1)N1CCN(C(c2ccccc2F)c2nnnn2Cc2cccs2)CC1 (stereo unspecified),-9.2,-2.0,.,.,8.3,.,-1.3,-13.8
Cc1ccc(Nc2nnc(C3C(=O)N(C)C4(C)CC3c3cc(Br)ccc3O4)s2)cc1 (stereo unspecified),-3.0,.,-4.7,1.5,.,0.2,.,.
Cc1[nH]c2ccccc2c1C(=O)CN1CC(C)CC(C)C1 (stereo unspecified),-6.3,-3.8,5.9,-7.2,-2.4,-2.1,-0.2,11.4
CCNC(=O)CCCOc1ccc(Cl)cc1Cl,1.3,7.0,.,.,3.8,.,.,-2.2
Cc1cccc(C(=O)Nc2ccc(C(=O)/C=C/c3cccnc3)cc2)c1,5.3,1.6,.,.,42.3*,.,0.0,2.7
CN(C)/C=C(\C(=O)c1ccccc1)c1nnnn1-c1ccccc1,-0.9,-5.8,1.4,-2.1,-6.9,-0.6,.,5.8
CC(=O)NC(C)c1nc2ccccc2n1CC(=O)N1C(C)CCCC1C (stereo unspecified),6.1,.,-2.5,-0.3,.,0.0,.,.
COc1cc(-c2cccc([C@H]3[C@@H]4C=CC[C@@H](C)[C@@H]4C(=O)N3Cc3ccccc3)c2)cc(OC)c1OC,5.7,-5.4,-7.7,-10.9,3.3,-0.5,.,14.4
CC1=Cc2ccccc2C(C#N)N1C(=O)c1ccccc1 (stereo unspecified),.,3.2,-1.2,-4.1,-2.4,1.9,.,2.8
Cc1cc(C)nc(SCc2c(F)cccc2Cl)n1,-0.6,0.8,-2.0,-18.3,-1.8,0.5,0.0,-1.0
COc1ccc(CN(C)C[C@@H]2Oc3ccc(NS(=O)(=O)c4cn(C)cn4)cc3C(=O)N([C@H](C)CO)C[C@H]2C)cc1,5.2,4.2,1.5,-0.5,0.2,0.7,-3.3,12.2
CC1=C(C(=O)N(C)C)CC(CC(=O)NCCCCc2ccccc2)C(=O)N1Cc1ccc(F)cc1 (stereo unspecified),.,2.8,3.5,-7.0,4.7,-0.4,0.1,-4.9
CC(C)CCN1C(=O)c2ccccc2C1c1nnnn1Cc1ccccc1 (stereo unspecified),.,.,-3.0,-13.9,.,-0.1,-0.2,.
CN1[C@@H]2c3ccc(-c4ccncc4)c(=O)n3C[C@H]1[C@H](CO)[C@H]2C(=O)NCC1CCCCC1,-5.0,-0.1,0.2,-10.3,-5.1,-2.5,-0.6,-2.5
Cc1ccc(/C=N/NC(=O)Cn2nnc(N)n2)o1,4.5,2.5,4.5,-5.9,.,1.0,-0.1,-3.4
COc1ccc(NC(C)=O)cc1NC(=O)c1ccc(C#N)cc1,-4.3,1.4,-4.7,-5.5,-0.6,2.0,.,-6.3
CCOP(=O)(OCC)c1nc(-c2cccc3ccccc23)oc1NCc1ccccc1,22.6,1.9,-0.9,-2.3,-2.5,0.8,.,-1.4
COc1ccccc1CCNC(=O)C(=O)NCC1OCCN1S(=O)(=O)c1cccs1 (stereo unspecified),-9.1,-3.2,3.0,-54.3,-6.1,6.0,0.5,-0.1
COc1cccc(NC(=O)c2cccc(Cl)c2)c1,-0.2,5.8,1.1,-6.2,70.8*,.,1.0,1.3
COc1ccc(OC)c(NC(=O)CN(C)CC(=O)Nc2ccccc2Br)c1,0.9,.,0.8,-1.0,.,0.6,-1.5,.
Cc1ccc(S(=O)(=O)c2nc(S(C)(=O)=O)sc2N2CCCCCC2)cc1,34.3,-2.7,1.1,-10.7,-3.0,0.7,.,-13.5
CCc1c(C)nc2cc(C)[nH]n2c1=O,4.1,1.2,.,.,-4.7,.,.,1.4
O=C(c1ccc(F)cc1)C1CCN(C(=S)Nc2ccc(F)cc2)CC1,3.2,4.1,-4.5,-12.1,-9.8,0.3,.,3.3
C[C@H](CO)N1C[C@H](C)[C@@H](CN(C)C(=O)Nc2ccc(C(F)(F)F)cc2)OCCCC[C@H](C)Oc2ccc(NS(=O)(=O)c3cccs3)cc2C1=O,-7.1,-0.4,-7.4,-32.2,-5.7,-2.9,0.1,-18.5
CCN(CC(=O)Nc1c(F)cccc1F)C(=O)CCNC(=O)c1ccc([N+](=O)[O-])cc1,-1.0,1.1,-2.0,-12.3,-2.2,-0.2,-1.3,7.6
COc1ccc(NC(=O)c2nc[nH]c2C(=O)N2CCC(C)CC2)cc1,1.1,0.5,-0.4,-16.9,-2.5,-1.0,.,2.5
CN(c1ccc(C(=O)N2CCc3ccccc3C2)cc1)S(C)(=O)=O,54.0*,-0.6,.,.,?,.,.,0.3
COc1ccc(NC(=O)c2ccc3c(=O)n(CC4CCCO4)c(=S)[nH]c3c2)c(OC)c1 (stereo unspecified),3.2,3.0,-8.6,-27.3,-2.1,0.9,.,-0.7
Cn1nnc(NC(=O)c2cccc(F)c2)n1,-12.0,-1.8,.,.,6.3,.,.,-7.3
CCCOc1ccc(CSC(=N)N)cc1C(=O)OC,-6.2,-2.8,1.1,-2.9,.,-1.0,0.6,0.7
CCC(C(=O)Nc1ccc2c(c1)OCCO2)c1ccccc1 (stereo unspecified),-14.5,0.3,3.0,-25.1,-11.6,-1.3,.,0.7
CCCCCCCCCC(=O)N[C@@H]1c2cc(OC)c(OC)cc2C[C@H]1OCc1ccccc1,.,3.3,-3.6,1.9,-9.4,-0.4,-0.1,-3.2
CC(C)(C)c1ccc(C(=O)NCCC(=O)NCc2cccs2)cc1,2.4,-0.7,-3.4,11.6,-5.2,-7.6,.,-7.5
O=C(CN1C(=O)c2ccccc2C1=O)Nc1ccc(S(=O)(=O)N2CCOCC2)cc1,-9.0,8.5,1.2,-8.8,-9.0,0.2,-0.9,6.3
O=C(O)C/C=C(/NC(=O)OCc1ccccc1)C(=O)OCc1ccccc1,0.4,.,4.4,-8.1,.,5.6,-0.1,.
COCC(=O)Nc1nc(-c2ccc(C)cc2)c(C)s1,-1.9,-5.1,.,.,15.7,.,.,-9.5
COc1ccccc1-c1noc(CCC(=O)NC2CCCC2)n1,-1.0,1.7,-8.8,-9.5,.,0.1,0.0,-5.8
O=C(Cc1c(F)cccc1Cl)NCC(=O)OCc1ccccc1,-1.5,.,-0.9,3.6,.,0.2,-0.4,.
Cc1cc(C(=O)N2CCc3c([nH]c4ccccc34)C2c2c(F)cccc2Cl)no1 (stereo unspecified),-3.6,.,-4.4,-13.1,-4.7,-3.4,.,.
O=C(C[C@@H]1CC[C@@H](NC(=O)Nc2ccc3c(c2)OCO3)[C@@H](CO)O1)NCc1ccc(F)cc1,-7.5,2.9,-2.8,-4.5,0.7,-5.0,0.1,0.6
CC(=O)NCCn1c(SCC(=O)OCc2ccccc2)nc2ccccc2c1=O,1.2,-2.6,-11.4,0.5,-9.2,1.9,.,-5.3
COc1ccc(-c2cc(NCc3ccccn3)n3ncnc3n2)cc1,52.4*,-1.6,.,.,-6.0,.,.,-4.1
CCCNC(=O)C[C@@H]1C[C@@H]2c3cc(NC(=O)c4ccc5c(c4)OCO5)ccc3O[C@@H]2[C@H](CO)O1,-9.3,-1.0,.,.,-5.7,.,-0.6,7.6
O=C(COC(=O)CNC(=O)c1ccccc1)NCCNC(=O)COC(=O)CNC(=O)c1ccccc1,-1.3,-2.0,-10.7,-0.5,-3.4,-5.8,.,-9.1
COc1ccc(CCC2(C)NC(=O)N(C(C)C(=O)N3c4ccccc4CC3C)C2=O)cc1 (stereo unspecified),-2.1,-1.9,1.9,-10.2,2.6,3.9,.,1.8
Cc1cccc(NC(=O)CSc2cc(C(=O)c3nccn3C)c3ccccc3n2)c1,-2.2,.,-1.6,-16.8,.,-1.2,0.0,.
CN(C)CC(=O)N[C@@H]1C=C[C@H](CC(=O)NCc2ccccc2F)O[C@@H]1CO,6.8,-0.3,1.1,-4.1,-7.0,-0.4,-0.2,-6.5
CO[C@@H]1CN(C)C(=O)c2ccc(NC(=O)NC(C)C)cc2OC[C@@H](C)N(Cc2ccc(-c3ccccn3)cc2)C[C@H]1C,15.4,-0.3,-4.0,11.6,-1.5,0.1,0.1,0.6
CCS(=O)(=O)Nc1ccc2c(c1)C(=O)N(C)C[C@H](OC)[C@@H](C)CN(C(C)=O)[C@H](C)CO2,-6.6,0.8,0.6,14.3,-4.2,2.1,-0.1,-1.0
Cc1c(C)n(Cc2ccc(F)cc2)c2ccc(C(=O)N3CCN(c4ccccn4)CC3)cc12,23.0,0.6,4.4,1.7,6.3,1.8,.,-3.2
CCOc1ccc2nc(SCC(=O)N(C)C)[nH]c2c1,-3.2,4.9,.,.,22.2,.,.,3.2
CCN(CC(=O)Nc1ccc(NC(C)=O)cc1)C(=O)c1ccc2c(c1)OCO2,-5.3,-1.3,3.7,-11.0,-2.8,1.3,.,-6.7
CN1CCN(C(=O)C[C@@H]2CC[C@H]3[C@@H](COC[C@H](O)CN3CC3CC3)O2)CC1,-3.4,1.8,2.4,-16.8,2.2,-156.0,0.1,9.9
CCC(C)N(C(=O)COc1ccccc1C#N)C1CCS(=O)(=O)C1 (stereo unspecified),-4.5,-4.3,2.0,1.3,-3.8,2.6,-0.1,-12.2
COc1ccc(CCNCC(O)COc2cccc(C(C)=O)c2)cc1OC (stereo unspecified),-1.4,7.6,0.5,-3.7,-1.8,-9.2,1.6,-17.9
Cc1csc2nnc(N)n12,26.2,0.3,.,.,-1.0,.,.,0.0
COc1ccc(-c2nc3cc(C)c(Br)c(C)n3c2Cc2ccsc2)cc1OC,.,.,1.8,-26.5,.,-1.6,-0.1,.
Cc1ccc(C(=O)NCc2ccc3c(c2)OCO3)c(Cl)c1,.,-0.9,2.6,-10.0,9.9,-0.3,.,3.4
Cc1cccc(NC(=O)COc2ccccc2)c1,-5.9,-2.4,-5.0,-3.4,12.2,0.6,.,11.9
O=C(C[C@H]1C=C[C@H](NC(=O)c2ccccc2)[C@@H](CO)O1)NCCc1ccncc1,-41.3,-2.6,-0.8,-5.8,1.3,-4.7,-0.3,0.2
